Screening data as filed in PubChem BioAssay.
p97 inhibitor – inhibitors of human p97 ATPase, primary screen, biochemical; Transitional endoplasmic reticulum ATPase (Homo sapiens), P55072; recombinant p97 ATPase, Kinase-Glo ATP luminescence, 3 h; AID 1481, 2009; actives 0.42% (n = 220,000); inhibition, % at 8 µM; in the data active means inhibition above about 15%;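 further: 0% = DMSO vehicle and 100% = wells lacking enzyme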
NPY-Y2 PAM-ag – NPY-Y2 potentiators or agonists, primary screen, cell-based; Neuropeptide Y receptor type 2 (Homo sapiens), P49146; cells expressing NPY-Y2, potentiator/agonist read-out; activation, % at 3.6 µM; actives 0.45% (n = 220,000); AID 1359, 2008; in the data active means activation above about 27%;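 further: cells stimulated with NPY near EC25 plus isoproterenol at EC100; 0% = vehicle plus submaximal agonist and 100% = vehicle plus saturating agonist; some results beyond the cut were filed as inactive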
RBBP9 inh – human RBBP9 inhibitors, primary screen, biochemical, fluorescence polarization, FP-Rh probe, HTS; Serine hydrolase RBBP9 (Homo sapiens), O75884; inhibition, % at 7.94 µM; recombinant RBBP9; actives 0.2% (n = 220,000);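 active means inhibition above the campaign mean of all tested compounds plus 3 SD, cut at about 14% in these data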;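 further: plate controls were DMSO wells with RBBP9 for no effect and wells lacking RBBP9 protein for full effect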
Target sequence (O75884 whole entry, looked up): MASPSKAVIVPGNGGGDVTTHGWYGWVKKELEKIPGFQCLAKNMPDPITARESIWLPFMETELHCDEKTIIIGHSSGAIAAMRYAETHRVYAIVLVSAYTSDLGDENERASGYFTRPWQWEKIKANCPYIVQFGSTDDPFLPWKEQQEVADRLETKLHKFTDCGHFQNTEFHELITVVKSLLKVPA
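System: RBBP9 protein / Quantity: 2.5 µM RBBP9 dispensing solution, before mixing / Also added: Serine-hydrolase probe FP-Rh, 375 nM pre-mixing / Dosing: 7.94 µM single dose, 0.794% DMSO / Timing: enzyme-compound preincubation 30 min, then probe labeling 45 min, 25 °C / Signal: FP readout at 525/598 nm / Controls: DMSO-treated enzyme wells and wells lacking RBBP9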
Runt-CBFb FRET – inhibitors of RUNX1 Runt–CBFb binding, primary screen, biochemical, FRET, Cerulean-Runt, Venus-CBFb, uHTS; Runt-related transcription factor 1 (Homo sapiens) + Core-binding factor subunit beta …; inhibition, % at 20 µM; actives 0.46% (n = 220,000); AID 1496, 2009; Cerulean-Runt/Venus-CBFb FRET ratio 530/480, 1 h;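 active means inhibition over about 50% at 20 µM in the single-dose screen, limit read from the data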;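 further: 0% = DMSO wells and 100% = excess unlabeled CBFb competitor control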
Target sequence (Q01196 whole entry, looked up): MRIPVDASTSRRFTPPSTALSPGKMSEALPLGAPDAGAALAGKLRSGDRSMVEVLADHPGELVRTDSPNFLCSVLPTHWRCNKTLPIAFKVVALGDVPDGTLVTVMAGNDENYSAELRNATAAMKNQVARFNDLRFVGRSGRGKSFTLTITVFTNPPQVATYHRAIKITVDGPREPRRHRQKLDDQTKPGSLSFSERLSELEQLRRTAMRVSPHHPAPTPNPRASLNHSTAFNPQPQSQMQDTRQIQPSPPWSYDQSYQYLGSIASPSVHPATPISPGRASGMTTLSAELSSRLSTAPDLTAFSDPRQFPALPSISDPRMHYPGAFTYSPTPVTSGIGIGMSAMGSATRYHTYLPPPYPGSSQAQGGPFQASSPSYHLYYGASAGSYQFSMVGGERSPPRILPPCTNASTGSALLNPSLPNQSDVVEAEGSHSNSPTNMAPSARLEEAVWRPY
Target sequence (Q13951 whole entry, looked up): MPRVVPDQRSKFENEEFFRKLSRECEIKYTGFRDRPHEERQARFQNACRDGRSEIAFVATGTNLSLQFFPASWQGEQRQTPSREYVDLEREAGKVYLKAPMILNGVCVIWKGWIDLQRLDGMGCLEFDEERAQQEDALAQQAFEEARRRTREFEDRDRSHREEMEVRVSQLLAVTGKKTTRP
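System: Cerulean-labeled Runt domain protein | Quantity: 100 nM of each labeled protein | Schedule: 1 h compound exposure, room temperature | Detection: Fluorescence energy transfer, 422 nm excitation, 530/480 nm emission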
Hck-Nef inh – inhibitors of Nef-activated human Hck kinase, primary screen, biochemical, Z-Lyte FRET, 384-well, Hck-YEEI | Recombinant Hck-YEEI plus Nef, Z-Lyte FRET kinase assay | AID 463187, 2010 | inhibition, % at 20 µM | actives 0.68% (n = 220,000) | Tyrosine-protein kinase HCK (Homo sapiens), P08631;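 active means Hck-Nef kinase inhibition above about 50%, limit read from the data; inactive means inhibition below that limit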;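 further: 0% = DMSO with Hck plus Nef and 100% = Hck alone without Nef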
MDM2 E3 inh – MDM2-luciferase reporter signal enhancers, primary screen, MDM2 E3 ligase inhibitor project, cell-based, luminescence, 1536-well. E3 ubiquitin-protein ligase Mdm2 (Homo sapiens), Q00987. actives 0.11% (n = 210,000). cell-based MDM2 ubiquitination luciferase reporter, 2 h; 0 = plate control, 100 = twice control, blank-subtracted. signal enhancement, % at 5 µM;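 active means signal enhancement of 30% or more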;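 further: luminescence tracks abundance of the self-degrading MDM2-luciferase fusion protein; higher signal means inhibition of MDM2 E3 ligase activity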
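Test system: stable mammalian line carrying autodegrading MDM2–luciferase fusion reporter; quantity: 2000 cells in each well; times: 4 h cell settling then 2 h compound exposure, 37 °C; detection: luminescence with SteadyLite reagent, 15 min at room temperature; evaluation: percent signal gain over controls, blank-subtracted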
NPY-Y1 antag – NPY-Y1 receptor antagonists, primary screen, cell-based; HEK293-CNG Y1 cells, membrane potential fluorescence; NPY at EC95, then isoproterenol; inhibition, % at 3.6 µM; actives 1% (n = 200,000); Neuropeptide Y receptor type 1 (Homo sapiens), P25929;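 active means inhibition above the campaign mean inhibition of all tested compounds plus 3 SD, cut at about 20% in these data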;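 further: 0% = DMSO wells given NPY plus isoproterenol and 100% = isoproterenol alone without NPY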
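material = HEK293 cells with Y1 receptor plus CNG channel | also added = NPY 25 nM then isoproterenol 1 µM plus Ro 20-1724 25 µM | schedule = dye 3 h, compound 60 min room temperature, stimulation 45 min | measured by = membrane potential fluorescence | benchmarks = high control isoproterenol alone, low control NPY with isoproterenol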
Runt-SMMHC FRET – inhibitors of RUNX1 Runt–CBFb-SMMHC binding, primary screen, biochemical, FRET, Cerulean-Runt, Venus-CBFb-SMMHC, uHTS | actives 0.74% (n = 220,000) | AID 1434, 2008 | Cerulean-Runt/Venus-CBFb-SMMHC FRET ratio 530/480, 1 h | inhibition, % at 20 µM;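 active means mean inhibition across duplicate retests at 20 µM reaching about 50%, limit read from the data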;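 further: 0% = DMSO wells and 100% = wells with excess untagged CBFb-SMMHC; inhibitors lower the FRET ratio by blocking Runt binding to CBFb-SMMHC; some results filed as inactive read as strong as hits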
NPY-Y1 PAM-ag – NPY-Y1 receptor potentiators or agonists, primary screen, cell-based | Neuropeptide Y receptor type 1 (Homo sapiens), P25929 | NPY-Y1 expressing cells, potentiator/agonist activation | activation, % at 3.6 µM | actives 0.37% (n = 220,000); in the data active means activation above about 33%, passing the limit was not always enough;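 further: cells stimulated with NPY at EC10 then isoproterenol at EC100; 0% = low agonist plus stimulus and 100% = saturating agonist plus stimulus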
Active calls of the source: *.

What do the screens show for `Cc1ccc(O)c(/C=N/NC(=O)c2[nH]ncc2Br)c1`?
p97 inhibitor: 0; NPY-Y2 PAM-ag: 7; RBBP9 inh: -6; Runt-CBFb FRET: 2; Hck-Nef inh: 2; MDM2 E3 inh: -28; NPY-Y1 antag: -4; Runt-SMMHC FRET: -8; NPY-Y1 PAM-ag: 13

How did O=C(CSc1nc2c(cnn2-c2ccccc2)c(=O)[nH]1)N1N=C(c2cccs2)CC1c1ccc(F)cc1 (stereo unspecified) do in these assays?
p97 inhibitor: 5; NPY-Y2 PAM-ag: 9; RBBP9 inh: -9; Runt-CBFb FRET: -5; Hck-Nef inh: 5; NPY-Y1 antag: 1; Runt-SMMHC FRET: 1; NPY-Y1 PAM-ag: -16

How did CCCN(CCC)C(=O)Cn1c(=O)n(CCCCC(=O)NC2CCCC2)c(=O)c2ccccc21 do in these assays?
p97 inhibitor: 10; NPY-Y2 PAM-ag: -14; RBBP9 inh: 0; Runt-CBFb FRET: 1; Hck-Nef inh: 0; MDM2 E3 inh: -9; NPY-Y1 antag: 2; Runt-SMMHC FRET: 8; NPY-Y1 PAM-ag: 14

What do the screens show for `CC(C)C(=O)Nc1cccc(C(=O)N2CCCCC2C)c1` (stereo unspecified)?
p97 inhibitor: -2; NPY-Y2 PAM-ag: -1; RBBP9 inh: 7; Runt-CBFb FRET: 3; Hck-Nef inh: 1; MDM2 E3 inh: -1; NPY-Y1 antag: 14; Runt-SMMHC FRET: 4; NPY-Y1 PAM-ag: 5

What do the screens show for `Cc1ccc(NC(=O)OCCN2CCN(S(=O)(=O)c3ccc(C)cc3)CCC2=O)cc1`?
p97 inhibitor: 4; NPY-Y2 PAM-ag: 4; RBBP9 inh: -4; Runt-CBFb FRET: -8; Hck-Nef inh: -1; NPY-Y1 antag: 4; Runt-SMMHC FRET: 1; NPY-Y1 PAM-ag: -2

What do the screens show for `COC(=O)c1ccc(CSc2nnc(NC(C)C)s2)o1`?
p97 inhibitor: 6; NPY-Y2 PAM-ag: 6; RBBP9 inh: -9; Runt-CBFb FRET: -1; Hck-Nef inh: -1; MDM2 E3 inh: -7; NPY-Y1 antag: -4; Runt-SMMHC FRET: -4; NPY-Y1 PAM-ag: 1

How did N#Cc1nc(COc2ccccc2)oc1N1CCCCC1 do in these assays?
p97 inhibitor: -2; NPY-Y2 PAM-ag: 0; RBBP9 inh: -5; Runt-CBFb FRET: 4; Hck-Nef inh: 0; MDM2 E3 inh: -10; NPY-Y1 antag: 6; Runt-SMMHC FRET: 1; NPY-Y1 PAM-ag: -8

Results for CC(c1ccccc1)N1CCc2[nH]c(=S)[nH]c(=O)c2C1 (stereo unspecified) ?
p97 inhibitor: 7; NPY-Y2 PAM-ag: 2; RBBP9 inh: -4; Runt-CBFb FRET: 0; Hck-Nef inh: 9; MDM2 E3 inh: -13; NPY-Y1 antag: 0; Runt-SMMHC FRET: 2; NPY-Y1 PAM-ag: 20

How did Cc1c(O)ccc(NS(=O)(=O)c2ccccc2)c1C do in these assays?
p97 inhibitor: 2; NPY-Y2 PAM-ag: 8; RBBP9 inh: -2; Runt-CBFb FRET: 3; Hck-Nef inh: -2; MDM2 E3 inh: -2; NPY-Y1 antag: 4; Runt-SMMHC FRET: -3; NPY-Y1 PAM-ag: 12

Results for COC(=O)CCCNC(=O)CC1C(=O)NCCN1Cc1ccoc1 (stereo unspecified) ?
p97 inhibitor: 5; NPY-Y2 PAM-ag: -16; RBBP9 inh: -3; Runt-CBFb FRET: 2; Hck-Nef inh: 10; MDM2 E3 inh: 7; NPY-Y1 antag: 1; Runt-SMMHC FRET: 1; NPY-Y1 PAM-ag: -15

Results for N#Cc1cncc(-c2ccc3c(c2)OCCOCCOCCOCCOCCO3)n1 ?
p97 inhibitor: 3; NPY-Y2 PAM-ag: 4; RBBP9 inh: -4; Runt-CBFb FRET: 3; Hck-Nef inh: 6; MDM2 E3 inh: -8; NPY-Y1 antag: -2; Runt-SMMHC FRET: -1; NPY-Y1 PAM-ag: -31

Results for CCN1CCN(c2oc(COc3ccc(Cl)cc3)nc2C#N)CC1 ?
p97 inhibitor: -7; NPY-Y2 PAM-ag: -46; RBBP9 inh: -4; Runt-CBFb FRET: 9; Hck-Nef inh: -7; MDM2 E3 inh: -6; Runt-SMMHC FRET: -1; NPY-Y1 PAM-ag: -18

Results for Cc1ccc(C(C(=O)NC2CCCC2)N(C(=O)c2csnn2)C2CCCC2)o1 (stereo unspecified) ?
p97 inhibitor: -3; NPY-Y2 PAM-ag: 12; RBBP9 inh: -2; Runt-CBFb FRET: -2; Hck-Nef inh: 2; MDM2 E3 inh: -20; NPY-Y1 antag: 6; Runt-SMMHC FRET: 3; NPY-Y1 PAM-ag: 3

Results for CCOc1ccc(NC(=O)NC(C)CC)cc1 (stereo unspecified) ?
p97 inhibitor: 5; NPY-Y2 PAM-ag: 5; RBBP9 inh: 2; Runt-CBFb FRET: 0; Hck-Nef inh: 11; MDM2 E3 inh: -5; NPY-Y1 antag: 0; Runt-SMMHC FRET: 0; NPY-Y1 PAM-ag: 15

Results for CCOC(=O)c1ccccc1-n1c(C)cc(C2N=C(N)Nc3nc4ccccc4n32)c1C (stereo unspecified) ?
p97 inhibitor: -6; NPY-Y2 PAM-ag: -17; RBBP9 inh: -12; Runt-CBFb FRET: 5; Hck-Nef inh: -16; MDM2 E3 inh: 10; NPY-Y1 antag: 6; Runt-SMMHC FRET: -2; NPY-Y1 PAM-ag: -23

Results for CC(C)(C)C1CCC(C(=O)OCC(=O)N2CCOCC2)CC1 (stereo unspecified) ?
p97 inhibitor: -7; NPY-Y2 PAM-ag: 5; RBBP9 inh: -8; Runt-CBFb FRET: -5; Hck-Nef inh: -1; MDM2 E3 inh: 10; NPY-Y1 antag: 2; Runt-SMMHC FRET: -3; NPY-Y1 PAM-ag: -9

What do the screens show for `COC(=O)c1c(NC(=O)Cc2cccs2)sc(C(=O)NC2CCCCC2)c1C`?
p97 inhibitor: 7; NPY-Y2 PAM-ag: 6; RBBP9 inh: -8; Hck-Nef inh: 16; NPY-Y1 antag: -3; NPY-Y1 PAM-ag: -16

What do the screens show for `COc1ccccc1NC(=O)Cn1cnc2c(cnn2-c2ccccc2)c1=O`?
p97 inhibitor: 3; NPY-Y2 PAM-ag: 6; RBBP9 inh: 0; Runt-CBFb FRET: -2; Hck-Nef inh: 1; MDM2 E3 inh: 6; NPY-Y1 antag: -6; Runt-SMMHC FRET: -3; NPY-Y1 PAM-ag: -6

Results for O=C1CC(c2ccccc2)c2ccc(O)cc2O1 (stereo unspecified) ?
p97 inhibitor: 6; NPY-Y2 PAM-ag: -1; RBBP9 inh: -3; Runt-CBFb FRET: -1; Hck-Nef inh: 0; MDM2 E3 inh: 4; NPY-Y1 antag: -7; Runt-SMMHC FRET: 0; NPY-Y1 PAM-ag: -4

How did Cc1ccc(-n2ncc3c(SCC(=O)Nc4cc(C)on4)ncnc32)c(C)c1 do in these assays?
p97 inhibitor: -3; NPY-Y2 PAM-ag: 3; RBBP9 inh: -5; Runt-CBFb FRET: -2; Hck-Nef inh: 13; MDM2 E3 inh: -13; NPY-Y1 antag: -1; Runt-SMMHC FRET: 1; NPY-Y1 PAM-ag: -25

What do the screens show for `CSCCNC(=O)Nc1c(-c2c(Cl)cccc2Cl)noc1C`?
p97 inhibitor: 5; NPY-Y2 PAM-ag: 0; RBBP9 inh: -9; Runt-CBFb FRET: -2; Hck-Nef inh: 4; MDM2 E3 inh: -8; Runt-SMMHC FRET: 1; NPY-Y1 PAM-ag: 9

Results for CC(C)(C)NC(=O)CC(CC(=O)O)c1ccccc1 (stereo unspecified) ?
p97 inhibitor: 7; NPY-Y2 PAM-ag: 0; RBBP9 inh: 7; Runt-CBFb FRET: 2; Hck-Nef inh: 16; MDM2 E3 inh: -10; NPY-Y1 antag: -1; Runt-SMMHC FRET: 3; NPY-Y1 PAM-ag: -4

How did O=C(O)c1cccc(-c2nnn(Cc3ccccc3)n2)c1 do in these assays?
p97 inhibitor: 1; NPY-Y2 PAM-ag: -3; RBBP9 inh: 3; Runt-CBFb FRET: -1; Hck-Nef inh: 0; MDM2 E3 inh: -34; NPY-Y1 antag: -1; Runt-SMMHC FRET: 1; NPY-Y1 PAM-ag: -28

How did COc1ccc(N2CCN(CC(=O)Nc3ccc(SC(F)F)cc3)CC2)cc1 do in these assays?
p97 inhibitor: -3; NPY-Y2 PAM-ag: 5; RBBP9 inh: -6; Runt-CBFb FRET: -1; Hck-Nef inh: 1; MDM2 E3 inh: -10; NPY-Y1 antag: -2; Runt-SMMHC FRET: -1; NPY-Y1 PAM-ag: -27

Compounds listed so far that have a tert-butyl group:
Results for CC(C)(C)C1CCC(C(=O)OCC(=O)N2CCOCC2)CC1 (stereo unspecified) ?
p97 inhibitor: -7; NPY-Y2 PAM-ag: 5; RBBP9 inh: -8; Runt-CBFb FRET: -5; Hck-Nef inh: -1; MDM2 E3 inh: 10; NPY-Y1 antag: 2; Runt-SMMHC FRET: -3; NPY-Y1 PAM-ag: -9

Results for CC(C)(C)NC(=O)CC(CC(=O)O)c1ccccc1 (stereo unspecified) ?
p97 inhibitor: 7; NPY-Y2 PAM-ag: 0; RBBP9 inh: 7; Runt-CBFb FRET: 2; Hck-Nef inh: 16; MDM2 E3 inh: -10; NPY-Y1 antag: -1; Runt-SMMHC FRET: 3; NPY-Y1 PAM-ag: -4
